Source: PubChem BioAssay
GCN5L2 inh – qHTS Assay for Inhibitors of GCN5L2 | Histone acetyltransferase KAT2A (Homo sapiens), Q92830 | GCN5L2 HAT assay, ThioGlo1 CoA-SH fluorescence | Potency, µM (doses to about 58.9 µM), for inactives: top-dose activity change, negative = inhibition, actives largely listed as inhibitors | hit rate 0.21% among 390,000
Target sequence (Q92830 whole entry, looked up): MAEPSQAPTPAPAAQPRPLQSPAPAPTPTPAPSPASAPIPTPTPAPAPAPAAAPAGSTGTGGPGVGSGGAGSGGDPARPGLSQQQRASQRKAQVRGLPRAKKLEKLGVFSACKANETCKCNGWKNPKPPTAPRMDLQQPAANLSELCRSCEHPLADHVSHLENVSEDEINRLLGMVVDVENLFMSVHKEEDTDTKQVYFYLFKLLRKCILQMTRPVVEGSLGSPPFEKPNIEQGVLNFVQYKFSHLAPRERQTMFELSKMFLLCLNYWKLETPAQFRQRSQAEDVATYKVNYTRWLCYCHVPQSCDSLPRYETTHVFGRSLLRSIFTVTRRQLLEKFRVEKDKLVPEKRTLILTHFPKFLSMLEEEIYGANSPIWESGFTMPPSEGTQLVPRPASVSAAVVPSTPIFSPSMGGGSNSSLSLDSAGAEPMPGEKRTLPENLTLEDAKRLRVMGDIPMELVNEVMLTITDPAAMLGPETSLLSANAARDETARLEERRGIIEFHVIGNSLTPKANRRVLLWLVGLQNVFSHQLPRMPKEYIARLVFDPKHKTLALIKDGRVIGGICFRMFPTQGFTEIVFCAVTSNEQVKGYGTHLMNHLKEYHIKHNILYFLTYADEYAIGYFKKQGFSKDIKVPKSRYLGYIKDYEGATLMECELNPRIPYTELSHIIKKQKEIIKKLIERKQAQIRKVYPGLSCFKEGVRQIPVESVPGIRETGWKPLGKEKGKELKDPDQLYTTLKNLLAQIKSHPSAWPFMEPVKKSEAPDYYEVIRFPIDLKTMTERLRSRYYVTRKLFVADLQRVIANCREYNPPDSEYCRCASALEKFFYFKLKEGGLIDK
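Compounds, pin-transferred from DMSO stocks, meet 20nM GCN5L2 for 15 min before the reaction begins with H3(1-25) peptide (75uM) and acetyl-CoA (70uM). Thiol-reactive ThioGlo1 reports CoA release over 20 min at room temperature.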
TDP1 cell noCPT – qHTS for Inhibitors of human tyrosyl-DNA phosphodiesterase 1 (TDP1): qHTS in cells in absence of CPT; AID 686978, 2013; hit rate 15% among 420,000; Potency, µM (highest dose often 46.2 µM), for inactives: at the highest dose activity change, negative = growth inhibition, usual class: inhibitors; DT40 Tdp1-/- hTDP1 cells, no CPT, ATP luminescence, 48 h; note: nearly all actives have a fitted effect of over 55% in size
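No-CPT arm: Tdp1-/-;hTDP1 DT40 cells (400/well) plus compounds, incubated ≥48 hr at 37 °C. Readout CellTiter-Glo luminescence.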
TDP1 cell CPT – qHTS for Inhibitors of human tyrosyl-DNA phosphodiesterase 1 (TDP1): qHTS in cells in presence of CPT | AID 686979, 2013 | Potency, µM (series often up to 46.2 µM), for inactives: at the highest dose activity change, negative = growth inhibition, actives largely listed as inhibitors | chicken DT40 Tdp1-/-;hTDP1 cells + 20 nM CPT, ATP luminescence, 48 h | hit rate 12% among 420,000; note: nearly all actives have a fitted effect of over 55% in size
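Chicken DT40 Tdp1-/- cells complemented with human TDP1, 400 cells/well, exposed to compounds plus 20 nM camptothecin for at least 48 h at 37 C; viability read as ATP content by CellTiter-Glo luminescence.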
* marks the source's active call; other numbers are inactive results; ? = inconclusive; . = no result given; & = joins results of further samples. Calls come from the whole dose curve; as a rule, active = well fitted curve in the direction sought with a large enough effect; inconclusive = small, poorly fitted or top-dose-only effect, or another doubt; inactive = no such curve, though single readings can be large; an effect the other way counts as inactive or inconclusive. % is set by controls: 0 for no effect and ±100 for the full control effect; potency is the fitted concentration of half-maximal effect.

[1] CC1CCN(c2nc(-c3ccncc3)nc3ccccc23)CC1
[2] Cn1cc(NC(=O)Nc2ccc(C(F)(F)F)cc2)c(C(F)(F)F)n1
[3] O=C1NCCN(Cc2cccc(Oc3ccccc3)c2)C1CC(=O)N1CCCO1 (stereo not given)
[4] C/C(=N/NC(=O)c1ccc(NC(=O)c2ccc(F)cc2)cc1)c1ccccc1
[5] CC(C)(C)c1cc(-c2ccco2)c(C#N)c(SCC#N)n1
[6] CCCC1(C(=O)O)NC(c2cccc(OC)c2O)C2C(=O)N(c3ccccc3)C(=O)C21 (stereo not given)
[7] Oc1cccc(C=NNc2ccccn2)c1
[8] Cc1ccc(C(c2sc3nc(-c4ccco4)nn3c2O)N2CCCCC2)cc1 (stereo not given)

| assay / compound | 1 | 2 | 3 | 4 | 5 | 6 | 7 | 8 |
| --- | --- | --- | --- | --- | --- | --- | --- | --- |
| GCN5L2 inh | -8% | -7% | -1% | -4% | 1% | -2% | . | 2% |
| TDP1 cell noCPT | ? | ? | -23% | ? | -28% | -1% | -19% | -3% |
| TDP1 cell CPT | ? | ? | -28% | -13% | -20% | -15% | -24% | 5% |

3 structures out of the list, ordered by SMILES length, ascending.
[7] Oc1cccc(C=NNc2ccccn2)c1
[1] CC1CCN(c2nc(-c3ccncc3)nc3ccccc23)CC1
[2] Cn1cc(NC(=O)Nc2ccc(C(F)(F)F)cc2)c(C(F)(F)F)n1

| assay / compound | 7 | 1 | 2 |
| --- | --- | --- | --- |
| GCN5L2 inh | . | -8% | -7% |
| TDP1 cell noCPT | -19% | ? | ? |
| TDP1 cell CPT | -24% | ? | ? |

Next section
[9] CC(O)(c1cccc(F)c1)c1nc(-c2cncnc2)cs1 (stereo not given)
[10] COc1ccc(-n2nc(C(=O)NCC(=O)N3CCCCCC3)c3ccccc3c2=O)cc1Cl
[11] CC1(C)CSC(=NCc2ccccc2)N1C(=O)c1cccc([N+](=O)[O-])c1
[12] CC(=O)c1cnn(-c2cc(Oc3ccc(F)cc3)ncn2)c1C
[13] CC(OC(=O)c1cccc(-n2cnnn2)c1)c1nc2ccccc2c(=O)[nH]1 (stereo not given)
[14] CCc1ccc(NC(=O)CSc2nc(-c3ccccc3Cl)nc3c2Cc2c(CO)cnc(C)c2O3)cc1
[15] COc1ccc(S(=O)(=O)N2CCOCC2)cc1NC(=O)/C=C/c1ccc(F)cc1
[16] CCOc1ccccc1NC(=O)c1ccc(F)c(S(=O)(=O)NCc2ccc3c(c2)OCO3)c1

| assay / compound | 9 | 10 | 11 | 12 | 13 | 14 | 15 | 16 |
| --- | --- | --- | --- | --- | --- | --- | --- | --- |
| GCN5L2 inh | . | -3% | -2% | -9% | -1% | 1% | -15% | 0% |
| TDP1 cell noCPT | -24% | 23µM* | -15% | -13% | -3% | 1% | -6% | ? |
| TDP1 cell CPT | ? | 18µM* | -7% | -27% | -15% | ? | 7% | -34% |

[17] CCC(NC(=O)c1cc(COc2ccc(F)cc2Cl)on1)c1ccncc1 (stereo not given)
[18] CCOC(=O)C1(Cc2ccccc2Cl)CCN(C(=O)c2cnccn2)CC1
[19] O=C(Nc1ccc(Cl)cc1F)C1CC(=O)N(Cc2ccco2)C1 (stereo not given)
[20] CC(=O)c1sc(NC(=O)c2cccc(C)c2)nc1C
[21] Cc1nnc(Nc2ccccc2)n(N)c1=O
[22] COc1cc(N=c2ssnc2Cl)cc(OC)c1OC
[23] COCCNCC(=O)NC12CC3CC(CC(C3)C1)C2
[24] CCN(CC)CCN(C(=O)CCOc1ccccc1)c1nc2ccc(F)cc2s1

| assay / compound | 17 | 18 | 19 | 20 | 21 | 22 | 23 | 24 |
| --- | --- | --- | --- | --- | --- | --- | --- | --- |
| GCN5L2 inh | -30% | -10% | -20% | -6% | -5% | 10µM* | 3% | -1% |
| TDP1 cell noCPT | 23µM* | ? | -1% | -25% | -2% | 2.6µM* | -10% | ? |
| TDP1 cell CPT | 23µM* | -16% | 0% | 1% | -14% | 3.3µM* | -3% | ? |

Already shown: 23 of the compounds above.
[1] CC1CCN(c2nc(-c3ccncc3)nc3ccccc23)CC1
[2] Cn1cc(NC(=O)Nc2ccc(C(F)(F)F)cc2)c(C(F)(F)F)n1
[3] O=C1NCCN(Cc2cccc(Oc3ccccc3)c2)C1CC(=O)N1CCCO1 (stereo not given)
[4] C/C(=N/NC(=O)c1ccc(NC(=O)c2ccc(F)cc2)cc1)c1ccccc1
[5] CC(C)(C)c1cc(-c2ccco2)c(C#N)c(SCC#N)n1
[6] CCCC1(C(=O)O)NC(c2cccc(OC)c2O)C2C(=O)N(c3ccccc3)C(=O)C21 (stereo not given)
[7] Oc1cccc(C=NNc2ccccn2)c1
[8] Cc1ccc(C(c2sc3nc(-c4ccco4)nn3c2O)N2CCCCC2)cc1 (stereo not given)
[9] CC(O)(c1cccc(F)c1)c1nc(-c2cncnc2)cs1 (stereo not given)
[10] COc1ccc(-n2nc(C(=O)NCC(=O)N3CCCCCC3)c3ccccc3c2=O)cc1Cl

| assay / compound | 1 | 2 | 3 | 4 | 5 | 6 | 7 | 8 | 9 | 10 |
| --- | --- | --- | --- | --- | --- | --- | --- | --- | --- | --- |
| GCN5L2 inh | -8% | -7% | -1% | -4% | 1% | -2% | . | 2% | . | -3% |
| TDP1 cell noCPT | ? | ? | -23% | ? | -28% | -1% | -19% | -3% | -24% | 23µM* |
| TDP1 cell CPT | ? | ? | -28% | -13% | -20% | -15% | -24% | 5% | ? | 18µM* |

[11] CC1(C)CSC(=NCc2ccccc2)N1C(=O)c1cccc([N+](=O)[O-])c1
[12] CC(=O)c1cnn(-c2cc(Oc3ccc(F)cc3)ncn2)c1C
[13] CC(OC(=O)c1cccc(-n2cnnn2)c1)c1nc2ccccc2c(=O)[nH]1 (stereo not given)
[14] CCc1ccc(NC(=O)CSc2nc(-c3ccccc3Cl)nc3c2Cc2c(CO)cnc(C)c2O3)cc1
[15] COc1ccc(S(=O)(=O)N2CCOCC2)cc1NC(=O)/C=C/c1ccc(F)cc1
[16] CCOc1ccccc1NC(=O)c1ccc(F)c(S(=O)(=O)NCc2ccc3c(c2)OCO3)c1
[17] CCC(NC(=O)c1cc(COc2ccc(F)cc2Cl)on1)c1ccncc1 (stereo not given)
[18] CCOC(=O)C1(Cc2ccccc2Cl)CCN(C(=O)c2cnccn2)CC1
[19] O=C(Nc1ccc(Cl)cc1F)C1CC(=O)N(Cc2ccco2)C1 (stereo not given)
[20] CC(=O)c1sc(NC(=O)c2cccc(C)c2)nc1C

| assay / compound | 11 | 12 | 13 | 14 | 15 | 16 | 17 | 18 | 19 | 20 |
| --- | --- | --- | --- | --- | --- | --- | --- | --- | --- | --- |
| GCN5L2 inh | -2% | -9% | -1% | 1% | -15% | 0% | -30% | -10% | -20% | -6% |
| TDP1 cell noCPT | -15% | -13% | -3% | 1% | -6% | ? | 23µM* | ? | -1% | -25% |
| TDP1 cell CPT | -7% | -27% | -15% | ? | 7% | -34% | 23µM* | -16% | 0% | 1% |

[21] Cc1nnc(Nc2ccccc2)n(N)c1=O
[22] COc1cc(N=c2ssnc2Cl)cc(OC)c1OC
[23] COCCNCC(=O)NC12CC3CC(CC(C3)C1)C2

| assay / compound | 21 | 22 | 23 |
| --- | --- | --- | --- |
| GCN5L2 inh | -5% | 10µM* | 3% |
| TDP1 cell noCPT | -2% | 2.6µM* | -10% |
| TDP1 cell CPT | -14% | 3.3µM* | -3% |

(further entries)
[25] CCCCn1c(N)c(N(CCC(C)C)C(=O)CC2OC(=O)c3ccccc32)c(=O)[nH]c1=O (stereo not given)
[26] O=C(Nc1nncs1)c1ccc2c(c1)OCO2
[27] O=C(Nc1ccc2ccccc2n1)C1CCCCC1
[28] COCCNc1ncnc2ccc(-c3ccc(N(C)C)cc3)cc12
[29] CC12CC3(C)CC(C)(C1)CC(C(=O)NCc1ccccn1)(C2)C3
[30] CC1=C(C(=O)OCc2ccccc2)C(c2cccnc2)c2c(n(C)c(=O)n(C)c2=O)N1 (stereo not given)
[31] Cc1ccc2sc(N(CCCN(C)C)C(=O)c3ccc(S(=O)(=O)N4CCCCCC4)cc3)nc2c1C
[32] Cc1ccc2nc(N3CCN(C(=O)C4CC4)CC3)sc2c1

| assay / compound | 25 | 26 | 27 | 28 | 29 | 30 | 31 | 32 |
| --- | --- | --- | --- | --- | --- | --- | --- | --- |
| GCN5L2 inh | 3% | 2% | -2% | ? | -11% | -5% | 2% | -3% |
| TDP1 cell noCPT | -1% | -16% | ? | ? | -13% | -47%&-12% | ? | -12% |
| TDP1 cell CPT | -12% | -12% | -24% | ? | -7% | ? | ? | -1% |

(33) O=C(CCc1nc(-c2cccs2)no1)Nc1cccc([N+](=O)[O-])c1
  GCN5L2 inh: -6% | TDP1 cell noCPT: ? | TDP1 cell CPT: ?
(34) COC(=O)COc1cc(Cl)c(C=O)cc1OC
  GCN5L2 inh: -7% | TDP1 cell noCPT: 4% | TDP1 cell CPT: 21%
(35) Cc1cc(C)c(S(=O)(=O)Nc2cccc3nsnc23)c(C)c1
  GCN5L2 inh: -7% | TDP1 cell noCPT: ? | TDP1 cell CPT: -6%
(36) CCOC(=O)c1cnc(SC)nc1Oc1cccc(NC(=O)c2ccc(Cl)cc2)c1
  GCN5L2 inh: -5% | TDP1 cell noCPT: 23µM* | TDP1 cell CPT: ?
(37) COc1ccc(-c2nc(C(=O)NCC3CCCO3)cc3c2[nH]c2ccccc23)cc1 (stereo not given)
  GCN5L2 inh: -5% | TDP1 cell noCPT: 2.1µM* | TDP1 cell CPT: 2.1µM*
(38) O=C(N[C@@H]1C/C=C\C[C@@H](CC(=O)N(CCO)Cc2ccccc2)C(=O)N[C@H](Cc2ccccc2)COC1=O)OCC1c2ccccc2-c2ccccc21
  GCN5L2 inh: -12% | TDP1 cell noCPT: 4.6µM* | TDP1 cell CPT: 8.2µM*
(39) CCC(=O)Nc1ccc(C(=O)CSc2nc3ccc(C)cc3[nH]2)cc1
  GCN5L2 inh: -4% | TDP1 cell noCPT: -21% | TDP1 cell CPT: ?
(40) CCn1c(=O)c(=O)n(CC)c2cc(S(=O)(=O)Nc3cccc(OC)c3)ccc21
  GCN5L2 inh: -6% | TDP1 cell noCPT: -12% | TDP1 cell CPT: -10%
(41) Cc1ccc(C(=O)CCNc2ccc(Br)cc2)o1
  GCN5L2 inh: . | TDP1 cell noCPT: 13µM* | TDP1 cell CPT: 13µM*
(42) Cc1cccc(N(CC(O)Cn2c3ccccc3c3ccccc32)S(=O)(=O)c2ccc(F)cc2)c1 (stereo not given)
  GCN5L2 inh: -3% | TDP1 cell noCPT: 8.2µM* | TDP1 cell CPT: 21µM*
(43) Nc1ccn([C@@H]2O[C@H](C(=O)N3CCCN(Cc4cccs4)CC3)[C@@H](O)[C@H]2O)c(=O)n1
  GCN5L2 inh: . | TDP1 cell noCPT: 0% | TDP1 cell CPT: 18%
(44) O=[N+]([O-])c1ccccc1CCc1ccccc1[N+](=O)[O-]
  GCN5L2 inh: . | TDP1 cell noCPT: -16% | TDP1 cell CPT: -5%
(45) Cc1cc(C)n(-c2ccc(C(=O)Nc3ccccc3N3CCOCC3)cc2)n1
  GCN5L2 inh: -15% | TDP1 cell noCPT: ? | TDP1 cell CPT: ?
(46) COc1ccccc1C(=O)Nc1ccc2c(c1)n(C)c(=O)n2C
  GCN5L2 inh: -8% | TDP1 cell noCPT: -3% | TDP1 cell CPT: 1%
(47) COc1cc(CN(C(=O)c2ccccc2[N+](=O)[O-])c2ccccn2)cc(OC)c1OC
  GCN5L2 inh: -8% | TDP1 cell noCPT: 15µM* | TDP1 cell CPT: ?
(48) CN1C2CCC1/C(=C\c1ccccc1)C(=O)/C2=C\c1ccccc1
  GCN5L2 inh: -3% | TDP1 cell noCPT: 6.5µM* | TDP1 cell CPT: 12µM*
(49) CC1CCN(CC(=O)Nc2sc3c(c2C#N)CCC3)CC1
  GCN5L2 inh: -10% | TDP1 cell noCPT: -13% | TDP1 cell CPT: -4%
(50) Cc1ccc(-c2cc3nc(C)cc(NCc4ccco4)n3n2)cc1
  GCN5L2 inh: -5% | TDP1 cell noCPT: -27% | TDP1 cell CPT: -24%
(51) COc1cc(C(=O)ON=C2C3CC4CC(C3)CC2C4)cc(OC)c1OC
  GCN5L2 inh: -24% | TDP1 cell noCPT: -17% | TDP1 cell CPT: ?
(52) Cc1nc2nc(SCc3c(F)cccc3Cl)nn2c(C)c1Cc1ccccc1
  GCN5L2 inh: 2% | TDP1 cell noCPT: 8.2µM* | TDP1 cell CPT: 13µM*
(53) CSc1ccccc1OCc1cc(C(=O)N(C)CCc2c(C)n[nH]c2C)no1
  GCN5L2 inh: -3% | TDP1 cell noCPT: -26% | TDP1 cell CPT: ?
(54) Cc1[nH]c2ccccc2c1/C=C/c1nccc2ccccc12
  GCN5L2 inh: . | TDP1 cell noCPT: ? | TDP1 cell CPT: ?
